Compound activity from PubChem.
Large T inhibition: SV40 large T antigen inhibitors, biochemical (AID 1903). SV40 large T antigen ATPase/helicase inhibition assay; higher % means a stronger effect. hit rate 0.39% among 310,000. inhibition, % at 20 µM; hits with a dose series show IC50 in µM; in the data active = a potency from the dose series; inconclusive = inhibition mostly from about 32% at the one dose, without a potency; inactive = the rest, 99 in 100 with inhibition below about 32%; note: strong numbers were not always called active
Salmonella PhoP GFP: PhoP-dependent GFP reporter repression – Salmonella Typhimurium, primary screen (AID 1863). S. Typhimurium PhoP-regulated promoter GFP reporter, 4 h; higher % means a stronger effect. inhibition, % at 50 µM; hits with a dose series show IC50 in µM. hit rate 0.16% among 300,000;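 active = inhibition over 29.93%, a cutoff 3 SD above the screen mean, later confirmed by dose response; inconclusive = inhibition over 29.93% but no dose response follow-up; inactive = inhibition at most 29.93% or unconfirmed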;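 note: 0% = low Mg2+ inducing control and 100% = high Mg2+ repressing control; strong numbers were not always called active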
West Nile virus CPE: inhibition of WNV-induced cytopathic effect – cell-based, CPE readout (AID 1621); West Nile virus-infected cells, CPE inhibition; higher % means a stronger effect; hit rate 0.02% among 290,000; CPE inhibition, % at 10 µM, or IC50 in µM where a hit was titrated; in the data active = a potency from the dose series; inconclusive = CPE inhibition mostly from about 3.7% at the one dose, without a potency; inactive = the rest, 99 in 100 with CPE inhibition below about 2.2%; note: strong numbers were not always called active
T cell modulator: T cell immune modulators affecting CD8 T cell-vesicle binding; 2C CD8+ T cell-vesicle binding, flow cytometry; active compounds read low; hit rate 0.068% among 330,000; calls only at 7 µM;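 active = response, share of CD8 T cells binding vesicles, and their 90th percentile fluorescence all below set limits, cut at about 80% in these data, passing the limit was not always enough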
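Benchmarks: naked versus QL9-loaded vesicles / Assay system: purified 2C TCR transgenic mouse naive CD8+ T cells / Technique: high-throughput flow cytometry with anti-B7-1 and anti-CD8 staining / Timing: Cell–vesicle co-incubation 1.5 h at 37 °C, staining 20 min on ice / Read-out: percent CD8+ FL2 mean versus row control / Probe or stimulus: QL9-loaded Drosophila micro-vesicles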
bCat nuc transl: alters nuclear translocation of beta-catenin in HeLa cells; immunofluorescence imaging; nuclear translocation activity, % at 5 µM; hit rate 0.3% among 190,000;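 active = nuclear translocation activity above 50% at 5 µM, with a well cell count of 50 or more; inconclusive = wells under 50 cells across six images, flagged as toxic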;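 note: per-cell ratio of nuclear to cytoplasmic median beta-catenin stain intensity; plate controls were DMSO negative control for no effect and GSK-3 inhibitor IX positive control for full effect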
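Assay system: human HeLa cells, native beta-catenin; doses: 5 µM primary, 0.02–20 µM confirmation; incubation: compound treatment 24 h, 37°C, 5% CO2; technique: fluorescence imaging of beta-catenin antibody stain plus DAPI; measure: % activation, nuclear-to-cytoplasmic median beta-catenin signal ratio per cell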
Rac1 GTP hydrolysis: MgcRacGAP GTPase-activating activity inhibitors, confirmation, biochemical, ADP Hunter fluorescence; MgcRacGAP-stimulated Rac1 GTP hydrolysis, ADP Hunter fluorescence; higher % means a stronger effect; GST-tagged Rac1 F28L mutant substrate; inhibition, % at 30 µM, or IC50 in µM where a hit was titrated; hit rate 0.6% among 340,000;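 active = first-screen hits whose inhibition reached a set limit at any dose in the follow-up dose series; inconclusive = inhibition above the set first-screen limit but never retested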;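 note: fluorescence reports GDP produced by GAP-driven GTP hydrolysis; strong numbers were not always called active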
RSV CPE inhibition: inhibition of RSV-induced cytopathic effect – HEp-2 cells, primary 10 µM value included (AID 2391); HEp-2 cells, RSV-induced CPE inhibition; higher % means a stronger effect; CPE inhibition, % at 10 µM; hits with a dose series show IC50 in µM; hit rate 0.13% among 310,000; in the data active = a potency from the dose series; inconclusive = CPE inhibition mostly from about 23% at the one dose, without a potency; inactive = the rest, 99 in 100 with CPE inhibition below about 21%; note: strong numbers were not always called active
WT yeast gro inh: growth inhibition of WT yeast, mitochondrial fusion screen. inhibition, % at 10 µM. mitochondrial fusion phenotypic screen, WT strain. hit rate 2.1% among 190,000; in the data active = inhibition above about 58%; tested in S. cerevisiae
Myeloid diff MLP: myeloid differentiation induction | ER-HoxA9 myeloid progenitors, lysozyme-GFP differentiation, flow cytometry | calls only at 10 µM | hit rate 1% among 360,000 | AID 624256;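 active = normalized GFP-positive differentiation at or above the plate's own cutoff, the solvent-only control mean plus 3 SD; inconclusive = no clear call, values can overlap the other calls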;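 note: cells exposed to compound for four days before flow analysis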
WT yeast gro inh mutant strain: recorded beside WT yeast gro inh, whose call it bears; inhibition, %; mitochondrial fusion phenotypic screen, mutant strain inhibition
bCat nuc transl cell count 5 µM: second read-out of bCat nuc transl, no call of its own (marks repeat the call); cell count; measured here: cell count, cytotoxicity flag
T cell modulator vesicle-bound %: recorded beside T cell modulator, whose call it bears; double positive events, %; measured here: CD8+ vesicle-bound cell fraction;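 binding gate set so that unloaded-vesicle control wells show 10% double positive cells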
Myeloid diff MLP GFP+ MAC1+ %: second read-out of Myeloid diff MLP, no call of its own (marks repeat the call); GFP+ MAC1+ double positive, %; measured here: differentiation confirmed by MAC1 staining
An asterisk follows results filed as active; i = inactive; ? = inconclusive; / = not tested or not shown.

SMILES	Large T inhibition	Salmonella PhoP GFP	West Nile virus CPE	T cell modulator	T cell modulator vesicle-bound %	bCat nuc transl	bCat nuc transl cell count 5 µM	Rac1 GTP hydrolysis	RSV CPE inhibition	WT yeast gro inh	WT yeast gro inh mutant strain	Myeloid diff MLP	Myeloid diff MLP GFP+ MAC1+ %
CCN(c1ccccc1)S(=O)(=O)c1ccc(OC)c(NC(=O)C2CC(=O)N(Cc3ccccc3)C2)c1 (centres undefined)	-5.6%	/	-0.1%	i	34.6	-0.3	1347	11.7%	-0.7%	/	/	i	0.7
COCC(=O)Nc1nnc(-c2cccs2)s1	1.6%	16.1%	0.1%	i	40.6	-1.8	1221	11.3%	1.3%	0.3	3.6	i	4.0
CCCCNC(=O)c1cn(CC)c2cc(N3CCN(C(=O)c4ccco4)CC3)c(F)cc2c1=O	12.3%	-7.7%	0.1%	i	10.2	/	/	1.1%	3.1%	/	/	?	/
CCc1cccc(C)c1NC(=O)c1ccc2c(c1)CCN2S(C)(=O)=O	1.6%	2.8%	-1.3%	i	36.5	/	/	5.3%	2.8%	/	/	i	0.4
Cc1c(C(=O)N2CCOCC2)[nH]c2c1C(=O)CC(c1ccccc1Cl)C2 (centres undefined)	4.0%	-0.5%	2.4%	i	21.5	/	/	1.9%	-1.5%	-0.8	16.4	i	9.6
COc1ccc(Cn2c(=O)cc(C)[nH]c2=S)cc1	9.5%	1.8%	0.3%	i	54.0	-0.9	1035	-9.8%	0.9%	-15.8	-20.1	i	0.9
Cc1ccc[n+](CC(=O)/C=C2\N(C)c3ccccc3C2(C)C)c1	19.1%	5.3%	0.9%	i	46.7	-5.8	776	14.8%	2.3%	11.4	-0.7	i	2.5
O=C(Nc1nccs1)c1ccccn1	-5.2%	4.0%	0.0%	i	42.3	-4.0	1025	1.4%	1.1%	7.0	-16.5	i	0.3
N#Cc1ccc(COC(=O)CSc2nnc(N)s2)cc1	2.2%	5.0%	-0.6%	i	41.0	-1.9	1123	2.6%	-0.1%	-4.7	-4.9	i	0.6
COc1ccc(-c2cnc(SCCNC(=O)c3ccc4c(c3)OCO4)[nH]2)cc1	1.4%	-8.5%	/	i	56.5	/	/	4.5%	-0.2%	/	/	i	0.5
N#Cc1ccc(S(=O)(=O)N2CCN(C(=O)[C@@H]3CCCN3C(=O)c3cccs3)CC2)cc1	/	/	/	i	15.3	/	/	4.1%	0.7%	/	/	i	0.4
CCN1CCN(C(=O)Cn2ncc3c([nH]c4ccccc43)c2=O)CC1	11.6%	-5.4%	-0.6%	i	52.2	/	/	9.9%	0.5%	/	/	i	2.9
CC(=O)c1cccc(NC(=O)COc2ccc(S(=O)(=O)N3CCCCC3)cc2)c1	29.0%	-2.9%	0.4%	i	36.8	-3.6	1186	7.9%	2.3%	-1.4	6.4	i	0.5
COc1ccc(C)cc1-n1nnnc1SCC(=O)NC1CC1	/	/	/	i	34.0	/	/	3.2%	0.6%	/	/	i	1.3
OCCCc1cn(-c2ccccc2)c2ccccc12	5.5%	1.2%	0.2%	i	21.2	-1.5	1126	6.3%	10.5%	36.4	21.6	i	0.2
CCOc1ccc2ccccc2c1/C=N/n1cncn1	16.9%	-1.4%	0.8%	i	21.4	/	/	12.2%	6.4%	18.2	6.7	i	0.9
COc1cccc(CN2CC(C(=O)NCCOc3ccccc3F)CCC2=O)c1 (centres undefined)	8.1%	5.8%	0.0%	i	18.7	/	/	-11.0%	2.5%	/	/	i	0.7
CCCCn1c(N)c(N(CCOC)C(=O)C2CCN(S(=O)(=O)c3ccc(C)c(C)c3)CC2)c(=O)[nH]c1=O	10.8%	-9.9%	/	i	59.2	/	/	4.8%	-1.0%	/	/	i	1.1
Cc1ccccc1NC(=O)CSc1n[nH]c(-c2ccccn2)n1	17.9%	1.5%	?	i	9.3	/	/	6.6%	-0.7%	/	/	i	0.3
CCCCCC(=O)Nc1cccc(C2=NOC3(C2)C[C@@H](C(N)=O)N(C(=O)c2ccc(OC)cc2)C3)c1 (some centres undefined)	9.2%	-6.9%	0.1%	i	20.6	0.6	1292	0.2%	-2.3%	/	/	i	2.3
C/C(=N/NC(=O)Cc1cc(=O)[nH][nH]1)c1ccc([N+](=O)[O-])cc1	15.1%	3.1%	0.0%	i	53.6	1.5	942	11.6%	1.0%	-10.8	-27.1	i	0.0
CNC(=S)N/N=C/c1cn(Cc2ccc(C)cc2)c2ccccc12	9.3%	?	-1.1%	i	39.5	-1.3	1013	7.3%	1.5%	74.4*	61.2*	i	0.4
CC(C)CC(=O)NC1(C(F)(F)F)C(=O)N(CC(C)C)C2=C1C(=O)CC(C)(C)C2 (centres undefined)	0.2%	11.7%	-0.3%	i	36.4	2.6	509	4.0%	0.3%	2.1	-11.9	i	0.1
CCCCn1c(N)c(N(CCOC)C(=O)c2cc(-c3ccc(F)cc3)nc3ccccc23)c(=O)[nH]c1=O	10.1%	5.6%	/	i	43.6	/	/	3.0%	-0.5%	/	/	i	0.4
C#CCOc1ccc(/C=C2/C(=O)NN(c3ccc(F)cc3)C2=O)cc1OC	12.6%	1.3%	-0.6%	i	25.2	/	/	4.5%	2.0%	/	/	i	0.2
Next section:
SMILES	Large T inhibition	Salmonella PhoP GFP	West Nile virus CPE	T cell modulator	T cell modulator vesicle-bound %	bCat nuc transl	bCat nuc transl cell count 5 µM	Rac1 GTP hydrolysis	RSV CPE inhibition	WT yeast gro inh	WT yeast gro inh mutant strain	Myeloid diff MLP	Myeloid diff MLP GFP+ MAC1+ %
O=C(CNC(=O)c1ccco1)OC(C(=O)c1ccccc1)c1ccccc1 (centres undefined)	-2.3%	23.0%	0.0%	i	52.5	/	/	4.7%	1.3%	2.8	2.6	i	1.4
CC1CCCCC1NC(=O)CCn1c(=O)oc2ccccc21 (centres undefined)	10.5%	2.5%	-0.3%	i	33.4	0.0	1208	3.4%	-1.3%	0.1	-3.3	i	6.8
O=C(Nc1ccnn1C1CCN(CCCc2ccccc2)CC1)c1cccc(F)c1	6.9%	-0.8%	0.7%	i	59.6	/	/	8.3%	1.1%	/	/	i	0.7
Brc1ccc(C2=CSC3=NCCN23)cc1	18.9%	-2.8%	-1.1%	i	48.0	1.0	1073	9.6%	-0.3%	7.1	3.2	i	0.3
Cc1cc(=O)[nH]c(=O)n1Cc1ccccc1	6.8%	1.7%	0.0%	i	59.9	-2.1	1028	5.9%	0.3%	-0.9	7.2	i	0.5
CCN(CC(=O)Nc1cc(Cl)ccc1C)C(=O)CCOc1ccc(C)cc1	27.2%	-2.2%	/	i	52.3	/	/	5.7%	0.1%	/	/	i	0.4
Cc1onc(-c2c(Cl)cccc2Cl)c1NC(=O)N(C)N	1.9%	1.1%	0.3%	i	30.0	0.6	1365	4.2%	0.5%	/	/	i	0.2
COc1ccc(C2CC(c3cccs3)Nc3nnnn32)cc1 (centres undefined)	3.1%	1.7%	0.3%	i	34.8	-0.1	1129	4.8%	-1.1%	-9.7	5.8	i	0.6
CC(C)(C)N1CC23CCC(C[C@@H]2C1=O)O3 (some centres undefined)	19.5%	/	/	i	27.3	/	/	0.4%	1.0%	/	/	i	0.8
CCN(c1cccc(C)c1)S(=O)(=O)c1ccc2[nH]c(=O)c(=O)[nH]c2c1	10.2%	12.8%	0.2%	i	9.8	-1.1	1030	-1.4%	-0.4%	9.4	3.4	i	1.4
CC(=O)N(C)c1ccc(OCC(O)COc2ccc(N(C)C(C)=O)cc2)cc1	-1.2%	10.7%	0.5%	i	41.4	-1.2	1127	5.3%	2.1%	-2.8	3.5	i	1.2
CCNC(=O)N1CCN(S(=O)(=O)c2ccc3c(c2)OCCCO3)CC1	/	/	/	i	29.5	/	/	2.3%	1.1%	/	/	i	0.7
CCCc1cc(=O)oc2cc(C)cc(OCC(=O)O)c12	8.2%	1.5%	-0.2%	i	41.1	-2.2	1133	1.0%	1.8%	5.1	-0.8	i	0.7
CCn1c(SCC(=O)NC2CCCC2)nnc1-c1ccoc1C	0.9%	4.9%	-0.1%	i	42.3	/	/	6.3%	0.1%	/	/	i	3.4
C=CCc1c(OC)ccc2c1c(S(=O)(=O)c1ccc(C)cc1)cn2COC	4.3%	7.5%	-1.2%	i	37.6	/	/	8.5%	5.8%	/	/	i	0.6
CCC(=O)Nc1ccc(S(=O)(=O)Nc2c(NC)c3ccccc3oc2=O)cc1	3.2%	-7.3%	1.2%	i	13.0	/	/	2.3%	0.4%	/	/	i	5.1
CCCN(Cc1nnc(-c2cccs2)o1)C(=O)CN1C(=O)NC2(CCCCC2C)C1=O (centres undefined)	/	/	/	i	47.3	/	/	1.0%	3.0%	/	/	i	0.8
O=C(CNS(=O)(=O)c1ccccc1)N1CCc2ccccc2C1	12.4%	-5.8%	0.9%	i	48.1	/	/	7.0%	2.4%	/	/	i	0.2
Cc1c(C)n(CCc2c[nH]c3ccccc23)ccc1=O	12.8%	-3.9%	-0.2%	i	34.1	-0.3	1000	1.1%	1.2%	-8.9	3.4	i	0.5

2 neighbouring entries already listed, quoted:
SMILES	Large T inhibition	Salmonella PhoP GFP	West Nile virus CPE	T cell modulator	T cell modulator vesicle-bound %	bCat nuc transl	bCat nuc transl cell count 5 µM	Rac1 GTP hydrolysis	RSV CPE inhibition	WT yeast gro inh	WT yeast gro inh mutant strain	Myeloid diff MLP	Myeloid diff MLP GFP+ MAC1+ %
O=C(CNC(=O)c1ccco1)OC(C(=O)c1ccccc1)c1ccccc1 (centres undefined)	-2.3%	23.0%	0.0%	i	52.5	/	/	4.7%	1.3%	2.8	2.6	i	1.4
CC1CCCCC1NC(=O)CCn1c(=O)oc2ccccc21 (centres undefined)	10.5%	2.5%	-0.3%	i	33.4	0.0	1208	3.4%	-1.3%	0.1	-3.3	i	6.8
